# Source: PubChem
# Fh CTSL1 inh = cathepsin L1 inhibition, PFM18AAP counter-screen. recombinant F. hepatica cathepsin L1, Z-Leu-Arg-MCA fluorescence. AID 1906. hit rate 0.49% among 300,000. inhibition, % at 5.96 µM;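 active = inhibition above the mean of all tested compounds plus 3 SD, set per screening campaign, cut at about 17% in these data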;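 note: 0% = plate median of test compound wells and 100% = 1 µM Z-Phe-Ala-diazomethylketone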
# Efflux pump inh = antifungal efflux pump inhibition, Nile Red retention; hit rate 0.44% among 330,000; AID 485275; S. cerevisiae Candida pump triplex; inhibition, % at 10 µM;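 active = plate passing quality check with inhibition over a set limit, or well fluorescence over plate mean plus 4 SD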;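 note: Nile Red retained in pooled yeast measured as flow cytometry median fluorescence; 0% = buffer negative control and 100% = Enniatin B positive control; higher means more Nile Red kept so more efflux inhibition; some compounds called inactive have numbers as strong as hits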
# EBNA-1 inhibitor = blocks EBNA-1 binding to DNA | EBNA-1 DNA binding, fluorescence polarization | inhibition, % at 14.8 µM | hit rate 0.34% among 300,000 | AID 1950; in the data active = inhibition above about 28%
# TPT1 inhibitor = C. albicans TPT1 enzyme inhibition; recombinant caTPT1, FP RNA substrate dephosphorylation; hit rate 0.81% among 300,000; inhibition, % at 5 µM;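 active = inhibition above the mean of all tested compounds plus 3 SD, set per screening campaign, cut at about 24% in these data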;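 note: plate controls were DMSO alone for no effect and ferristatin control at 100 nM for full effect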
# ZTA DNA inh = counter-screen for EBNA-1 inhibitors: inhibitors of Epstein-Barr virus ZTA. P03206. ZTA-DNA binding, fluorescence polarization. inhibition, % at 11 µM. hit rate 0.15% among 320,000. AID 2234; in the data active = inhibition above about 33%
# Target sequence (P03206 whole entry, looked up): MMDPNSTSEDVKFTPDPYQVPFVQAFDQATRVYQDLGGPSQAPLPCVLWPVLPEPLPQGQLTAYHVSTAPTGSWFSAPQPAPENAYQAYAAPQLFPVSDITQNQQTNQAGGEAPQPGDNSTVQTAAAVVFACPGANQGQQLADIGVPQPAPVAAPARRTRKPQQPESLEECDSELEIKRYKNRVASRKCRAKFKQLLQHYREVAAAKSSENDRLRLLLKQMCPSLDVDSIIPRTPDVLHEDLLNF
# core dimer inh = blocks dimerization of HCV core protein | TR-FRET GST/Flag-core106 dimerization, 1536-well | hit rate 0.33% among 300,000 | AID 1899 | inhibition, % at 5 µM;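 active = inhibition above the mean of all tested compounds plus 3 SD, set per screening campaign, cut at about 45% in these data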
#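 test system = GST/Flag-tagged HCV core106 proteins | probe or stimulus = Eu donor and XL665 acceptor anti-tag antibodies | times = compound-protein-antibody incubation 4 h at 22.5 °C | signal = TR-FRET, excitation 340 nm, emission 617 and 671 nm | measure = percent inhibition of core106 dimerization signal | controls = wells lacking GST-core106 and wells with excess unlabelled core106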
# PP1 inh = blocks human PP1-alpha phosphatase, a PP5 counter-screen. P62136. purified PP1alpha, OMFP fluorescence. inhibition, % at 6.7 µM. hit rate 0.9% among 320,000;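 active = inhibition above the mean inhibition of all tested compounds plus 3 SD, computed separately for each screening campaign, cut at about 15% in these data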
# Target sequence (P62136 whole entry, looked up): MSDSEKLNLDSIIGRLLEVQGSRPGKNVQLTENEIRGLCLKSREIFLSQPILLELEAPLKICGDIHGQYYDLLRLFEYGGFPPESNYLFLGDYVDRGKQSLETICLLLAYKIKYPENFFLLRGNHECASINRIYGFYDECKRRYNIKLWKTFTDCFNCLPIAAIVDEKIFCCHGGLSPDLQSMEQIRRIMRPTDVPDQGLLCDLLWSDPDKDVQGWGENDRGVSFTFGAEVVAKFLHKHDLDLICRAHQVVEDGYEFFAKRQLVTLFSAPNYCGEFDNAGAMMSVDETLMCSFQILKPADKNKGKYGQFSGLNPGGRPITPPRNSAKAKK
# PREPL inhibitor = inhibits the human prolyl oligopeptidase-like enzyme | Q4J6C6 | recombinant PREPL, fluorescence polarization activity-based probe | inhibition, % at 5.96 µM | hit rate 0.68% among 320,000; in the data active = inhibition above about 43%;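 note: 0% = enzyme with DMSO and 100% = wells lacking enzyme; many of its hits are not listed in these tables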
# PP5 primary = inhibitors of human protein phosphatase 5 (PP5); P53041; purified PP5c, OMFP substrate fluorescence; inhibition, % at 6.7 µM; hit rate 0.18% among 320,000; AID 1987;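 active = inhibition above the campaign's mean inhibition across all tested compounds plus 3 SD, cut at about 9.5% in these data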;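 note: 0% = DMSO only and 100% = 100 µM cantharidin control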
# Target sequence (P53041 whole entry, looked up): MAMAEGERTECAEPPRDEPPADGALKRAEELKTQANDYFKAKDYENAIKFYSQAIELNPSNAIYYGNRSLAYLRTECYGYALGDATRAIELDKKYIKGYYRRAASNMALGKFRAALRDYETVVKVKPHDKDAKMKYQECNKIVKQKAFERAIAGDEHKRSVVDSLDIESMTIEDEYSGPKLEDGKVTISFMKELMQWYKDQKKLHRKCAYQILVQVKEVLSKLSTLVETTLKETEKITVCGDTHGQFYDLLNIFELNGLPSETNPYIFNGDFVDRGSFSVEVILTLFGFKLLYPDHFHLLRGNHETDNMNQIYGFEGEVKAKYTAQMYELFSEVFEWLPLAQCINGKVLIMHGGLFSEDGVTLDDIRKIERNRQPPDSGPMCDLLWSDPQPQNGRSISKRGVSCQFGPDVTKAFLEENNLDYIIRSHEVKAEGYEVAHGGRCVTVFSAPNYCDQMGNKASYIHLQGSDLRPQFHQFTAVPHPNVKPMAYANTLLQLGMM
# The depositor's hits bear a star; . = not tested or not shown. The list is partial. The share of hits here may be higher or lower than overall.
entry	compound	Fh CTSL1 inh	Efflux pump inh	EBNA-1 inhibitor	TPT1 inhibitor	ZTA DNA inh
1	COCCn1nnnc1C(c1ccc2ncccc2c1)N1CCc2ccccc21 (stereo not given)	2	-0.1	-1	-1	0
2	Cc1nccn1CCCN1C(=O)OC2(CCCCC2)C1(C)O (stereo not given)	-1	0.3	-15	3	-9
3	O=C(NC(=S)Nc1ccccc1[N+](=O)[O-])c1ccccc1	4	0.1	-1	2	2
4	O=C(Nc1ccccc1C(=O)O)c1cccc(N2C(=O)c3ccccc3C2=O)c1	2	0.1	7	-3	-7
5	COc1ccccc1N(CC(=O)Nc1ccccc1C(=O)N1CCOCC1)S(C)(=O)=O	3	0.0	-10	-1	16
6	O=C(NCCN1CCOCC1)c1ccc(-c2ccccc2)cc1	-8	0.6	-9	0	-24
7	NS(=O)(=O)c1ccc(CCNC(=O)c2ccc(-c3ccccc3)cc2)cc1	1	0.0	-10	-3	-7
8	COc1ccc(C)cc1NC(=O)CN1C(=O)c2ccccc2S1(=O)=O	1	0.0	15	-7	5
9	Cc1nonc1C1CCCN1C(=O)c1cc(COc2cccc(C(F)(F)F)c2)on1 (stereo not given)	-3	0.1	8	-1	4
10	CCOC(=O)Nc1ccc(S(=O)(=O)Nc2onc(C)c2C)cc1	1	0.1	0	-6	12

entry	core dimer inh	PP1 inh	PREPL inhibitor	PP5 primary
1	-1	-1	-1	-3.0
2	-4	-11	18	-3.4
3	0	-1	-6	-0.1
4	-3	2	-4	-0.2
5	1	-3	-10	3.0
6	-1	7	7	0.7
7	-5	14	8	1.0
8	5	-3	3	0.1
9	-11	3	32	1.1
10	12	-1	23	-0.5

# Next records
entry	compound	Fh CTSL1 inh	Efflux pump inh	EBNA-1 inhibitor	TPT1 inhibitor	ZTA DNA inh
11	CCCCn1c(N)c(N(CCOC)C(=O)CN(C)S(=O)(=O)c2ccc(C)cc2)c(=O)[nH]c1=O	1	0.0	-12	0	-3
12	CCN(C(=O)Cn1c(=O)n2nc(CCn3nc(C)cc3C)nc2c2ccccc21)c1cccc(C)c1	4	0.0	3	0	10
13	COc1ccc(N2CCN(C(=O)CN(c3ccc(OC)cc3)S(=O)(=O)c3ccccc3)CC2)cc1	1	-0.3	-3	1	0
14	CCOc1cc(/C=N/NC(=O)Cn2nc([N+](=O)[O-])cc2C)ccc1OCc1ccc(F)cc1	5	0.0	11	-2	8
15	COc1cc(C(C#N)N2N=C(c3ccccc3)CC2c2ccccc2)ccc1O (stereo not given)	2	0.1	11	-2	-10
16	CN(C)c1ccc(NC(=O)c2cn(-c3ccccc3)nc2-c2cccs2)cc1	0	-0.2	-5	0	9
17	CC(C)(C)c1ccc(OCCC(=O)OCC(=O)NCc2ccccc2)cc1	-2	0.0	0	-2	11
18	CCN(CC)S(=O)(=O)c1ccc2c(c1)N(CC(=O)N(CCc1ccncc1)C(C)C)C(=O)CO2	-2	0.2	-14	-1	-6
19	CN(C)c1ccc(/C=C2\SC(=O)N(CC(O)Cn3c4ccccc4c4ccccc43)C2=O)cc1 (stereo not given)	2	-0.1	22	76*	2
20	CCOc1ccccc1Nc1nc(-c2sc(C)nc2C)cs1	4	0.3	-16	2	-1

entry	core dimer inh	PP1 inh	PREPL inhibitor	PP5 primary
11	1	-5	16	0.2
12	0	-1	3	0.6
13	3	4	8	3.9
14	-34	18*	14	0.5
15	-6	0	17	4.6
16	-9	1	8	2.6
17	-1	3	-3	3.0
18	0	-4	7	-1.8
19	32	7	-1	0.2
20	-4	-5	15	1.5

# Additional entries follow.
entry	compound	Fh CTSL1 inh	Efflux pump inh	EBNA-1 inhibitor	TPT1 inhibitor	ZTA DNA inh
21	CC1CN(C(=O)COC(=O)c2cc(S(N)(=O)=O)c(Cl)cc2Cl)CC(C)O1 (stereo not given)	-3	-0.1	0	0	0
22	O=C(c1cnn2c1NC(c1ccco1)CC2C(F)(F)F)N1CCN(c2cccc(Cl)c2)CC1 (stereo not given)	4	0.0	-4	4	-6
23	COCCNC(=O)C1CC(c2ccccc2C(F)(F)F)=NO1 (stereo not given)	0	.	10	0	4
24	COCc1nnc(NS(=O)(=O)c2ccc([N+](=O)[O-])cc2)s1	1	-0.1	2	-2	13
25	COc1ccc(-c2nnc(COc3ccc(Br)cc3C)o2)cc1	-2	0.0	2	-3	2
26	O=C(NCCCn1ccnc1)c1noc2c1CCCC2	-1	0.0	-4	-2	-2
27	CNC(=O)C(=O)NCCC1CCCCN1S(=O)(=O)c1cccs1 (stereo not given)	9	0.0	6	0	5
28	CNc1nc(NN)nc(Nc2ccccc2)n1	0	-0.1	-4	-3	-10
29	Cc1ccc(OCC(=O)NC2CCCC2)c(C)c1	2	-0.1	10	-3	-1
30	Cc1ccc(C(=O)NCC(=O)NC2CCCCCC2)cc1	-12	1.4	-24	0	5

entry	core dimer inh	PP1 inh	PREPL inhibitor	PP5 primary
21	0	-4	5	0.6
22	9	2	9	7.9
23	0	0	4	4.3
24	1	-5	2	-0.8
25	0	-1	-11	-1.2
26	-3	-3	14	-0.3
27	-3	-5	-3	-0.3
28	-6	0	19	0.6
29	0	0	-20	-0.6
30	-7	0	16	-6.2

# Following part:
entry	compound	Fh CTSL1 inh	Efflux pump inh	EBNA-1 inhibitor	TPT1 inhibitor	ZTA DNA inh
31	COC(=O)c1cccc(NC(=O)CCN2C(=O)C3CC=CCC3C2=O)c1 (stereo not given)	.	-0.3	.	.	2
32	COc1ccc(NC(=O)c2cc(-c3cc(C)c(C)cc3O)n[nH]2)c(OC)c1	2	0.0	8	-1	6
33	O=C(CSc1nc2ccccc2[nH]1)NC1CCCc2ccccc21 (stereo not given)	-3	0.0	0	-3	-13
34	COc1ccc(CNS(=O)(=O)CCNC(=O)c2cccc(OC)c2)cc1	-1	-0.1	4	3	-2
35	CN(C)/C=C(\C(=O)c1ccc(F)cc1F)c1nnnn1-c1ccccc1	-2	-0.3	10	0	3
36	CCc1ccc(NC(=O)C/C(C)=N/NC(=O)COc2ccc(C)cc2Br)cc1	-6	0.3	-8	-3	-13
37	COCCn1c(C)cc(C(=O)COc2ccc(C)nc2[N+](=O)[O-])c1C	3	-0.1	-8	-2	-12
38	CCN(CC)CCN1C(=O)c2ccccc2NC1c1cc(OC)c(OC)c(OC)c1 (stereo not given)	0	0.0	5	3	-10
39	CCOC(=O)N1CCN(C(=O)Nc2cccc(Cl)c2)CC1	5	0.0	3	1	1
40	CCCc1ccc2oc(C(=O)N3CCC(COC)C3)c(C)c2c1 (stereo not given)	2	0.2	-2	5	-5

entry	core dimer inh	PP1 inh	PREPL inhibitor	PP5 primary
31	.	-4	13	-2.2
32	7	-2	1	-0.6
33	0	-2	1	3.3
34	-1	0	19	-1.0
35	1	-4	-9	-1.6
36	-1	3	-20	-4.6
37	-4	2	0	4.0
38	-5	0	34	1.7
39	-2	-1	8	-1.4
40	-2	-4	21	3.2

# Later entries
entry	compound	Fh CTSL1 inh	Efflux pump inh	EBNA-1 inhibitor	TPT1 inhibitor	ZTA DNA inh
41	CCC(=O)Nc1c(C(=O)Nc2ccc3c(c2)OCCO3)oc2ccccc12	0	0.1	2	3	-1
42	CCCCCn1c(=O)[nH]c2c(c1=O)CCC2	1	0.0	-1	-4	16
43	CN1C(=O)C2(OCC(CO)([N+](=O)[O-])CO2)c2ccccc21 (stereo not given)	2	-0.2	2	-4	-7
44	O=C(COC(=O)C1CC2C=CC1C2)NCc1ccco1 (stereo not given)	-10	0.0	5	9	11
45	COc1ccc(N2CC(C(=O)Nc3ccccc3N3CCCC3)CC2=O)c(OC)c1 (stereo not given)	-14	0.0	3	-4	5
46	O=[N+]([O-])c1ccc(Cl)cc1Sc1nc2ccccc2o1	-1	-0.1	-3	0	-10
47	NC(=O)c1sc2nc3c(cc2c1N)CCC3	2	0.0	-4	0	4
48	Cc1c(C(=O)OCC(=O)NC(C)c2ccccc2)oc2ccccc12 (stereo not given)	2	-0.1	-7	1	-8
49	O=C(CSc1ncn[nH]1)c1ccc(OC(F)F)cc1	2	0.0	3	5	4
50	O=C(CSc1nnc(-c2ccccc2)n1Cc1ccccc1)NC1CC1	0	-0.2	-5	-3	5

entry	core dimer inh	PP1 inh	PREPL inhibitor	PP5 primary
41	1	1	9	1.6
42	4	-1	1	1.3
43	-2	4	11	0.7
44	76*	1	-8	-1.8
45	-1	-2	6	-0.4
46	-3	4	6	3.2
47	-4	-2	0	2.2
48	-11	-1	3	1.2
49	0	-4	-3	-2.4
50	-5	-2	4	2.5

# (cont.)
entry	compound	Fh CTSL1 inh	Efflux pump inh	EBNA-1 inhibitor	TPT1 inhibitor	ZTA DNA inh
51	Cc1ccc(/C=N/n2nnnc2N)cc1[N+](=O)[O-]	2	-0.1	-3	-3	18
52	Cc1[nH]n(-c2ccccc2)c(=O)c1N=Nc1ccc(C(=O)O)cc1	3	0.0	10	-1	13
53	Cc1ccccc1NC(=O)COc1ccc2c(c1)OC(C)(C)CC2=O	0	0.2	-6	1	-17
54	CCOC(=O)C1CCN(C2=NC(=O)/C(=C/c3ccc(OC)c(OC)c3)S2)CC1	4	0.0	-2	4	15
55	Cc1cccc2cc(CN(Cc3cccnc3)C(=O)c3ccccc3F)c(Cl)nc12	0	-0.1	-4	1	6
56	CCOc1ccc(OCC(=O)Nc2c3c(nn2C(C)(C)C)CS(=O)(=O)C3)cc1	0	0.9	12	2	5
57	CC(CCc1ccccc1)NS(=O)(=O)c1ccccc1F (stereo not given)	-2	0.1	9	-1	12
58	Cc1cc(NC(=O)c2cccnc2)ccc1NC(=O)c1ccco1	-2	-0.2	-2	0	-3
59	CC(C)(C)NC(=O)CSc1nnc(-c2ccncc2)o1	-5	0.4	-3	-2	7
60	Cc1cc(C)cc(C(=O)N2CCC(CCC(=O)NC3CC3)CC2)c1	-2	0.1	-8	0	10

entry	core dimer inh	PP1 inh	PREPL inhibitor	PP5 primary
51	1	1	-5	1.1
52	-6	2	-6	-0.3
53	-6	-4	15	1.1
54	11	-3	1	0.8
55	4	4	9	-0.5
56	-2	-1	20	0.3
57	4	0	-13	1.0
58	-1	-4	1	2.4
59	0	0	9	0.5
60	5	-3	-1	2.2

# A second format for part of the listing above.
cpd	canonical_smiles	Fh CTSL1 inh	Efflux pump inh	EBNA-1 inhibitor	TPT1 inhibitor	ZTA DNA inh	core dimer inh	PP1 inh	PREPL inhibitor	PP5 primary
58	Cc1cc(NC(=O)c2cccnc2)ccc1NC(=O)c1ccco1	-2	-0.2	-2	0	-3	-1	-4	1	2.4
59	CC(C)(C)NC(=O)CSc1nnc(-c2ccncc2)o1	-5	0.4	-3	-2	7	0	0	9	0.5
60	Cc1cc(C)cc(C(=O)N2CCC(CCC(=O)NC3CC3)CC2)c1	-2	0.1	-8	0	10	5	-3	-1	2.2

# Next compounds.
entry	compound	Fh CTSL1 inh	Efflux pump inh	EBNA-1 inhibitor	TPT1 inhibitor	ZTA DNA inh
61	CNCCCCOc1ccccc1Cc1ccccc1	4	0.0	-5	-1	-4
62	Cc1ccc(S(=O)(=O)Nc2ncnc3sccc23)cc1C	.	0.0	.	.	-1
63	Cc1noc(C)c1C(=O)OCC(=O)Nc1ccc(C(N)=O)cc1	-2	0.1	3	-2	6
64	CCOc1ccc(OCc2cccc(C(=O)N3CCCCCC3)c2)cc1	-1	0.1	0	2	23

entry	core dimer inh	PP1 inh	PREPL inhibitor	PP5 primary
61	-7	-2	-7	-2.0
62	.	-6	2	-1.3
63	-6	0	-2	0.6
64	18	0	-5	2.8
